High-throughput results from PubChem BioAssay.
14-3-3g Raf = 14-3-3 gamma protein interaction modulation; P61981; FP, 14-3-3gamma / TMR-pS259-Raf peptide binding; inhibition, % at 40 µM; actives 0.19% (n = 160,000); in the data active = inhibition above about 30%;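 also: 0% = protein plus tracer without compound and 100% = blank with tracer alone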
Target sequence (P61981 whole entry, looked up): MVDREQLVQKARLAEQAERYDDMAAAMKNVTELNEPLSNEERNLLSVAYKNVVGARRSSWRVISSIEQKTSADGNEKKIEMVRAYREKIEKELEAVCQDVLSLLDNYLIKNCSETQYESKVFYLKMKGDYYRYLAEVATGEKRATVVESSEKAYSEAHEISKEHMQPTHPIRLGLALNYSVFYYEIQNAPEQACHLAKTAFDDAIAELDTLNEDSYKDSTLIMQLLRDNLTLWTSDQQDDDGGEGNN
Numbers without * were called inactive; & = joins results of further samples. Not all compounds are listed; rates above refer to the full screens.

SMILES	14-3-3g Raf
Brc1ccccc1CN1CCC(N2CCCCCC2)CC1	0
CCOC(=O)c1ccc(-n2c(=S)sc3c(=O)n(Cc4ccc5c(c4)OCO5)c(SC)nc32)cc1	0
COc1ccc2oc(=O)c(C(=O)Nc3ccc(CC(=O)O)cc3)cc2c1	-6
C=CCNC(=O)C1CCN(c2nc3ccc(CC)cc3s2)CC1	-1
COc1ccc(Cl)cc1N(CC(=O)Nc1ccccc1SC)S(C)(=O)=O	-8
O=C(CSCC(=O)N1CCCCC1)Nc1nc(-c2cccs2)cs1	-8
CC(C)NS(=O)(=O)c1ccc(NC(=O)c2cccnc2)cc1	-7
O=C1NC2(O)C(=O)c3ccccc3C2(O)N1 (stereo not given)	-4
COCCN1C(=S)NC2CC1(C)Oc1ccc(Br)cc12 (stereo not given)	-11
CCOC(=O)CCC(NC(=O)c1cncc(O)c1)C(=O)OCC (stereo not given)	0
CC1=C(C(=O)Nc2ccccc2C)C(c2ccc(C)o2)C2=C(CCCC2=O)N1 (stereo not given)	-9
COc1ccc(C(=O)OCC(=O)c2ccc(C)c(S(=O)(=O)N3CCOCC3)c2)cc1OC	-1&-2
CN(Cc1ccccc1)C(=O)CCS(=O)(=O)c1ccc2c(c1)n(C)c(=O)c(=O)n2C	-6
COc1ccc(NC(=O)CSc2nc3c(cc2C#N)CN(C)CC3)cc1	-4
COc1ccc(Cn2c(CCC(=O)NCc3ccco3)nc3cccnc32)cc1	-6

Of the compounds above, these contain a furan ring, fused or not:
SMILES	14-3-3g Raf
CC1=C(C(=O)Nc2ccccc2C)C(c2ccc(C)o2)C2=C(CCCC2=O)N1 (stereo not given)	-9
COc1ccc(Cn2c(CCC(=O)NCc3ccco3)nc3cccnc32)cc1	-6

Remaining list, next part:
SMILES	14-3-3g Raf
CCCCNC(=O)c1ccc2c(=O)n(-c3ccccc3)c(=O)[nH]c2c1	-5
COC(=O)c1c(NC(=O)Cn2nc(C(F)(F)F)cc2C)sc2c1CCC(C)C2 (stereo not given)	-7
N#Cc1c(NC(=O)c2cc(-c3ccc(Cl)cc3)on2)sc2c1CCCC2	-11
CCOC(=O)c1c(C)c(C(=O)NCc2ccccc2OC)c(C)n1C	0
CC1=CC(C)(C)N(S(=O)(=O)c2ccc(C)cc2)c2ccc(Cl)cc21	-8
O=C(CN1C(=O)CCSc2ccccc21)Nc1cccc(F)c1	2
COC(=O)C1=C(N)N(c2ccc(Cl)cc2)C2=C(C(=O)CCC2)C1c1ccc(OC)cc1 (stereo not given)	-11
COc1ccc(CCNC(=O)CN2CCC(n3nnc4cc(F)ccc43)CC2)cc1OC	4
COc1cccc(NS(=O)(=O)c2cc(C(=O)O)ccc2NCc2ccc(F)cc2)c1	-11
COC(=O)CCNc1nc([N+](=O)[O-])nn1C	-3
O=c1c2ccccc2sn1-c1ccc(S(=O)(=O)N2CCCC2)cc1	-1
CCCc1nnc(SCc2ccc(C(=O)OC)o2)n1N	-2
COc1ccc(-c2nnc3n2N=C(C)CS3)cc1OC	1
O=C(NS(=O)(=O)c1ccccc1)c1ccccc1F	-1
Cc1ccc(-n2cc(-c3ccc(Cl)cc3)[nH]c2=S)cc1	-4
Cc1cc(NC(=O)Nc2ccccc2)n(-c2ccccc2)n1	-1
COc1ccc(Cl)cc1NC(=O)c1cnn2c1NC(c1ccc(OC)c(OC)c1)CC2C(F)(F)F (stereo not given)	-10
COc1ccc(Cn2c(-c3ccco3)nc3oc4ccccc4c(=O)c3c2=O)cc1	-4
CCN1CCN(C(=O)Cn2cnc3sc(C)c(S(=O)(=O)N4CCCCC4)c3c2=O)CC1	3
Cn1c(CNC2CCCCC2)c(C#N)c2ccccc21	-11
CCOC(=O)c1nn2c(C(F)(F)F)cc(-c3ccc(OC)cc3)nc2c1Cl	-3
C=CCOC(=O)C1=C(C)Nc2nc3ccccc3n2C1c1ccncc1 (stereo not given)	-3&-4
Cc1nnc(SCC(=O)NCCc2ccccc2)[nH]c1=O	3
O=c1cc(-c2ccccc2)[nH]c2nc3ccccc3n12	-11
CN(C)S(=O)(=O)c1cccc(C(=O)Nc2cc(Cl)ccc2O)c1	-32
CCn1c(=O)cc(O)c2c(=O)n(C)c(=O)n(C)c21	-6
CCCCCOC(=O)C1=C(C)Nc2nc3ccccc3n2C1c1ccncc1 (stereo not given)	6
COC(=O)c1sc(NC(=O)CS(=O)(=O)c2ccc(Cl)cc2)c(C(=O)OC)c1C	-10
COc1cccc(OC)c1C(=O)Oc1ccc2c(=O)c(Oc3cc(C)ccc3C)coc2c1	-8
CCOC(=O)c1cnc2nc(Cc3ccccc3)[nH]n2c1=O	3

Another view of part of the listing above.
Cc1cc(NC(=O)Nc2ccccc2)n(-c2ccccc2)n1
  14-3-3g Raf: -1

CCOC(=O)c1cnc2nc(Cc3ccccc3)[nH]n2c1=O
  14-3-3g Raf: 3

Next section.
SMILES	14-3-3g Raf
O=S1(=O)C=C(Sc2nnc(-c3ccccc3)o2)c2ccccc21	-3
CCn1cc(C(=O)Nc2cccc(Cl)c2)c2cc(OC)c(OC)cc2c1=O	-5
COc1ccc(NC2SC(=O)N(CC(=O)O)C2=O)cc1 (stereo not given)	-7
Cc1cc(C)n(S(=O)(=O)c2ccc3ccccc3c2)n1	2
CCOc1ccc(S(=O)(=O)NCCc2c(C)[nH]c3ccc(OC(F)(F)F)cc23)cc1	-9
O=C(CSc1nc2ccsc2c(=O)n1C1CCCCC1)N1CCN(c2ccccc2)CC1	-4
CCOC(=O)COc1cc2c(C(=O)OCC)c(C)n(CC)c2c2ccccc12	3
CC(C)NC(=O)c1cc(=O)[nH]c2ccc(S(=O)(=O)N3CCCCC3C)cc12 (stereo not given)	-8
Cc1ccc(C)c(NC(=O)CCC(=O)Nc2cc(C)ccc2C)c1	-6
O=C1NCCCC1C(=O)NC1CCCCC1 (stereo not given)	-10
CCCS(=O)(=O)N1CCC(C(=O)NC2CCCC(C)C2C)CC1 (stereo not given)	-15&5
Cc1cc(N2C(=O)C3CC=CC(C)C3C2=O)ccc1N1C(=O)c2ccc(Cl)cc2C1=O (stereo not given)	0
Cc1cccc(-c2nnc(N)s2)c1	-7&3
CCOc1ccc(NC(=O)C2c3ccccc3C(=O)N(Cc3ccc(F)cc3)C2c2ccc(OC)cc2)cc1 (stereo not given)	0
CCOC(=O)c1ccc(COC(=O)c2cc(=O)[nH]c3ccccc23)o1	10
CCN(CC)CCNC(=O)c1cc(-c2ccc(Br)s2)nc2ccccc12	-5
CCCCNC(=O)CCn1nc(-c2ccccc2)ccc1=O	-7&1
CCCCC(CC)C(=O)NCCc1ccc(S(N)(=O)=O)cc1 (stereo not given)	5
O=C(Nc1ccc(CN2CCCCC2)cc1)c1ccc2c(c1)OCO2	6
CC1SC2(C(=O)Nc3ccccc32)N(c2ccccc2)C1=O (stereo not given)	1
COc1ccc(S(=O)(=O)N2CCC(C(=O)NC(C)C)CC2)cc1OC	1
CCOc1ccc(C2=CC(c3ccc(Cl)cc3)n3ncnc3N2)cc1 (stereo not given)	-7
CC(=O)N1CCc2c(sc(NC(=O)c3ccc(S(=O)(=O)N(C)C)cc3)c2C#N)C1	-33
Cc1cc(C)n2ncc(-c3cccc(Br)c3)c2n1	-25
CC(C)(C)c1ccc(-c2nnc(NC(=O)Nc3cccc(Cl)c3)s2)cc1	0
CNC(=O)CN(C)S(=O)(=O)c1ccc(OC)c(Cl)c1	9
C=CCn1c(COc2ccccc2)nnc1SCC(=O)NCC(=O)OCC	-2
O=C(NCCO)c1c(O)c2cccc3c2n(c1=O)CCC3	3
CCN1C(=O)c2ccccc2Sc2ccc(C(=O)NCCc3ccc(Cl)cc3)cc21	-4
N#CC1(c2ccccc2)CCCN1C(=O)c1ccc(Br)o1 (stereo not given)	5&-10
Cc1ccc(CCNC(=O)CCS(=O)(=O)Cc2ccccc2F)cc1	7
CS(=O)(=O)Nc1cccc(C2=NN(C(=O)c3ccco3)C(c3ccc(F)cc3)C2)c1 (stereo not given)	-9
COC(=O)C1=CN(C)C=C(C(=O)OC)C1c1cccc(Br)c1	-2
CC(=O)n1nc(-c2ccccc2)nc1NCc1ccc(F)cc1	-4
COc1ccc(C2/C(=C(/O)c3cnn(-c4ccccc4)c3C)C(=O)C(=O)N2CCN(C)C)cc1OC (stereo not given)	1
CCn1cc(C(=O)N2CC(C)CC(C)C2)c(=O)c2cc(S(=O)(=O)N3CCCCC3)ccc21 (stereo not given)	3
CN(c1ccccc1)S(=O)(=O)c1ccc(C(=O)N=c2sc3ccccc3n2C)cc1	-5
COc1cccc(-c2csc(N3CCN(C(=O)Nc4ccccc4OC)CC3)n2)c1	-10
CCOc1ccc(CC(=O)Nc2ccc(S(=O)(=O)Nc3cc(C)on3)cc2)cc1OCC	-9
O=C1C2ON(c3ccc(Cl)cc3)C(c3ccco3)C2C(=O)N1c1ccccc1 (stereo not given)	-9&-5
COc1ccccc1OCC(=O)Nc1ccc(-c2nc3ccccc3[nH]2)cc1	-9
COc1cc(C2C(=O)N(C3CCC(C)CC3)CC(=O)N2Cc2ccccc2)ccc1OC(C)C (stereo not given)	-2
COc1ccccc1NC(=O)c1cc2c(CO)cnc(C)c2oc1=N	-7
CCC(C)Nc1nc(-c2ccc(C)cc2)nc2ccccc12 (stereo not given)	-9
COc1cc2c(cc1OC)C(C(=O)N(C)C1CCCCC1)C(c1cccs1)N(C)C2=O (stereo not given)	1

A few values from the list:
For 14-3-3g Raf, CCC(C)Nc1nc(-c2ccc(C)cc2)nc2ccccc12 (stereo not given) shows -9
For 14-3-3g Raf, CCOc1ccc(CC(=O)Nc2ccc(S(=O)(=O)Nc3cc(C)on3)cc2)cc1OCC shows -9

Continued:
SMILES	14-3-3g Raf
c1ccc(-c2noc(CSc3nnc(Cc4cccs4)n3-c3ccccc3)n2)cc1	3
O=c1c2cc3ccccc3cc2[nH]c(=S)n1CC1CCCO1 (stereo not given)	-30
COc1ccc2c(c1)C(C)=CC(C)(C)N2C(=O)CN1C(=O)CCC1=O	-10
CCCCN(C)C(=O)c1nn(-c2ccc(C)cc2)c(=O)c2c1c1ccccc1n2C	-3
CCOC(=O)c1cnc2ccc(OCC)cc2c1Nc1ccc(OC)cc1	-19
COc1ccc(OCC(=O)OCC(=O)Nc2ccc(S(=O)(=O)N3CCCCC3)cc2)cc1	-11
COc1ccc(-c2nnc(Nc3ccc(S(=O)(=O)Nc4nccs4)cc3)c3ccccc23)cc1	-10
CCOC(=O)C1CCN(C(=O)CNC(=O)Cn2cnc3sc4c(c3c2=O)CCCC4)CC1	1
COc1ccc(C(=O)Nc2ccccc2C(=O)Nc2ccccc2)cc1Br	2
COc1ccc(C2SCCN2C(=O)c2ccc([N+](=O)[O-])cc2)cc1[N+](=O)[O-] (stereo not given)	-6
CC(C)C(=O)N1CCN(CCN=CC2=C(O)CC(c3ccco3)CC2=O)CC1 (stereo not given)	3
CCN1C(=O)c2cccc3c(S(=O)(=O)NCc4ccccn4)ccc1c23	-5
O=C(O)c1cccc(N2CCCC2=O)c1	2&-14
CC1CN(C(=O)CN2C(=O)c3ccccc3C2=O)CC(C)O1 (stereo not given)	-6
COc1ccc(N2C(=O)CC(Sc3nccc(C)n3)C2=O)cc1 (stereo not given)	-7&-5

Structural class, the entries above containing a CF3 group
SMILES	14-3-3g Raf
COC(=O)c1c(NC(=O)Cn2nc(C(F)(F)F)cc2C)sc2c1CCC(C)C2 (stereo not given)	-7
COc1ccc(Cl)cc1NC(=O)c1cnn2c1NC(c1ccc(OC)c(OC)c1)CC2C(F)(F)F (stereo not given)	-10
CCOC(=O)c1nn2c(C(F)(F)F)cc(-c3ccc(OC)cc3)nc2c1Cl	-3
CCOc1ccc(S(=O)(=O)NCCc2c(C)[nH]c3ccc(OC(F)(F)F)cc23)cc1	-9

(listing goes on)
SMILES	14-3-3g Raf
Cn1c(CC(=O)c2ccc(O)cc2O)nc2ccccc21	-1
Cc1ccc2nc(-c3cc(N=Cc4cccc(F)c4O)ccc3O)oc2c1	-22
CC1CCC(C(C)C)C(OC(=O)Cn2c[n+](C)c3ccccc32)C1 (stereo not given)	-11
COc1ccccc1Nc1cc(C(=O)NCCCN2CCCC2)c2ccccc2n1	-10
COc1ccc(/C(O)=C2\C(=O)C(=O)N(c3ccccn3)C2c2ccc(F)cc2)cc1 (stereo not given)	-9
COc1cccc(CNc2nc3nc(C)c(Cl)c(C)n3n2)c1	0
Oc1ccc(-c2[nH]ncc2Oc2ccccc2)c(O)c1	-7
COc1ccc(C(=O)Nc2ccc(S(=O)(=O)N3CCC(C)CC3)cc2)cc1Br	-5
COc1cc(C2Nc3ccc4ncccc4c3C3=C2C(=O)CC(C)(C)C3)ccc1OCc1ccccc1 (stereo not given)	-4
Oc1ccc(-c2onc(C(F)(F)F)c2-c2cscn2)c(O)c1	-1
Cc1ccc(-n2c(=O)c(C#N)cc3c(=O)n4ccccc4nc32)cc1	-21
O=C(Nc1ccccc1NC(=O)c1ccccc1)c1ccccc1	-21
Cc1sc(NC(=O)c2ccccc2)c(C#N)c1C	-18
CCc1ccc(NS(=O)(=O)c2cccs2)cc1	-54
O=C1c2ccccc2C(=O)N1c1ncccn1	3
COc1ccc(-c2c3c(=O)n(C)c(=O)n(C)c3cn2Cc2ccc(Cl)cc2)cc1	-2
CCOC(=O)c1ccc(NC(=O)C(=O)N2CCCC2)cc1	-2
COc1ccc(OCCCN2CCCCC2)cc1	-1
Cc1nn(C)c(C)c1S(=O)(=O)N1CCN(c2ccccc2F)CC1	6
CCC(=O)Nc1cc(Oc2cccc(C)c2)cc([N+](=O)[O-])c1	-5
O=C(NCc1cccnc1)c1cnc2n(c1=O)CCS2	1&7
Cc1cc(=O)[nH]c(SCC(=O)C23CC4CC(CC(C4)C2)C3)c1C#N	2
CCOC(=O)c1c(C)[nH]c(C(=O)CSc2ccccc2)c1C	4
CCc1ccc2oc(-c3ccc(C)c(NC(=O)c4cccc([N+](=O)[O-])c4C)c3)nc2c1	-5
Cn1cnnc1SCC(=O)Nc1sc2c(c1C#N)CCCCC2	-16
O=C(NCC1CCCO1)c1cc2c(=O)oc3ccccc3c2s1 (stereo not given)	-1
O=C(c1cccc(F)c1)N1CCCN(C(=O)c2cccc(F)c2)CC1	4
COc1ccc(-c2coc3cc4oc(=O)c5cc(OC)ccc5c4cc23)cc1	-39
Oc1cc(Cc2ccccc2)cnc1CN1CCOCC1	-19
